# Assay outcomes (PubChem BioAssay)
# RTF Ca sens inh: cardiac RTF calcium desensitization; AID 493244; inhibition, % at 7.15 µM; actives 0.12% (n = 340,000); P19429+P45379; IANBD-labeled cardiac RTF, Ca2+ fluorescence;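 active = inhibition above the mean inhibition of all tested compounds plus 3 SD, cut at about 17% in these data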;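 note: assay run at fixed EC70 calcium of 1.6 mM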
# LANA DNA inh: inhibitors of KSHV LANA C-terminal domain DNA binding. actives 0.078% (n = 340,000). AID 504423. MBP-C-LANA/FAM-LBS DNA binding, fluorescence polarization. inhibition, % at 9 µM;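 active = highest replicate inhibition at or above 60% at 9 µM, even if other replicates fall short; inactive = all replicates below 60% inhibition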;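 note: 0% = neutral control wells and 100% = 4 µM acridine orange control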
# CAL PDZ FP-1: blocks peptide binding to the human CAL PDZ domain; Q9HD26; purified CAL PDZ, TMR-peptide fluorescence polarization, 1 h; inhibition, % at 24.9 µM; actives 0.92% (n = 300,000); AID 602252;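 active = mean inhibition of at least 30% with at least half of replicates also reaching 30%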;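 note: 0% = DMSO neutral control and 100% = excess unlabeled competitor peptide PRC23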
# Keap1 Nrf2 FP: inhibitors of human Keap1-Nrf2 protein-protein interaction. actives 0.15% (n = 340,000). inhibition, % at 9.4 µM. Keap1 Kelch-Nrf2 peptide fluorescence polarization, 1536-well; in the data active = inhibition above about 12%;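 note: human Keap1 Kelch domain with fluorescein labeled Nrf2 9mer peptide probe; 0% = neutral control wells and 100% = peptide positive control; higher means more block of Keap1 binding to Nrf2 peptide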
# V-ATPase pH: yeast V-ATPase proton transport regulation by pHLuorin; S. cerevisiae, pHLuorin cytosolic pH fluorescence; response, % at 10 µM; actives 0.37% (n = 350,000); in the data active = response mostly above about 7.3%, no sharp cut-off; inactive = mostly below about 5.4%; note: actives read high; inactives centre near 0; some compounds called inactive have numbers as strong as hits; reference of the scale not given here
# NSD2 inh: blocks human histone methyltransferase NSD2; NSD2 peptide methylation, AlphaScreen, 120 min; inhibition, % at 12.5 µM; actives 0.54% (n = 310,000); AID 743445; in the data active = inhibition above about 50%
# CAL PDZ FP-2: human CAL PDZ-peptide interaction inhibition | actives 0.02% (n = 330,000) | purified CAL PDZ, TMR-peptide fluorescence polarization, 1 h | inhibition, % at 20 µM | AID 504414 | Q9HD26;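 active = highest replicate inhibition of at least 40%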;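 note: plate controls were DMSO neutral control wells for no effect and unlabeled competitor peptide control wells for full effect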
#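 material = purified tagged CAL PDZ domain construct (CerCALP) | compound dosing = 20 µM, one dose | times = 1 h at RT | measured by = fluorescence polarization from S- and P-plane intensities, G-factor corrected | read-out = inhibition from polarization loss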
# Arr AP2 block: blocks beta-arrestin peptide binding to AP2 adaptin; FITC-arrestin peptide / GST-AP2 beads, flow cytometry; AP2 beta2 appendage carries R879A mutation; inhibition, % at 10 µM; actives 0.31% (n = 340,000);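 active = inhibition above a set limit, near 3 SD of compounds lacking own fluorescence, cut at about 54% in these data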;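 note: plate controls were DMSO wells for no effect and 5 µM unlabelled arrestin peptide for full effect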
#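 System: GST-tagged AP2 beta2-adaptin appendage (R879A) on 4 µm glutathione beads / Reagent: FITC-arrestin peptide, 50 nM / Detection: HyperCyt-sampled flow cytometry, FL1 channel, ex 488/em 535 nm / Timing: 12 min plus 1 h, RT / Buffer or medium: PBS plus Tween 20 (0.05%) and BSA (0.1%)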
# DSG3 Ab inh: inhibitors of pemphigus antibody binding to human desmoglein-3; P32926; DSG3-coupled beads, scFv-anti-DSG3-GFP binding, flow cytometry; hits give low values; binding (percent of control), % at 10 µM; actives 0.48% (n = 310,000); AID 588358;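 active = binding more than 3 SD below its plate's average and above zero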;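 note: hits lower antibody fragment binding to DSG3; some compounds called inactive have numbers as strong as hits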
# Target sequence (P32926 whole entry, looked up, the tested form may be a part): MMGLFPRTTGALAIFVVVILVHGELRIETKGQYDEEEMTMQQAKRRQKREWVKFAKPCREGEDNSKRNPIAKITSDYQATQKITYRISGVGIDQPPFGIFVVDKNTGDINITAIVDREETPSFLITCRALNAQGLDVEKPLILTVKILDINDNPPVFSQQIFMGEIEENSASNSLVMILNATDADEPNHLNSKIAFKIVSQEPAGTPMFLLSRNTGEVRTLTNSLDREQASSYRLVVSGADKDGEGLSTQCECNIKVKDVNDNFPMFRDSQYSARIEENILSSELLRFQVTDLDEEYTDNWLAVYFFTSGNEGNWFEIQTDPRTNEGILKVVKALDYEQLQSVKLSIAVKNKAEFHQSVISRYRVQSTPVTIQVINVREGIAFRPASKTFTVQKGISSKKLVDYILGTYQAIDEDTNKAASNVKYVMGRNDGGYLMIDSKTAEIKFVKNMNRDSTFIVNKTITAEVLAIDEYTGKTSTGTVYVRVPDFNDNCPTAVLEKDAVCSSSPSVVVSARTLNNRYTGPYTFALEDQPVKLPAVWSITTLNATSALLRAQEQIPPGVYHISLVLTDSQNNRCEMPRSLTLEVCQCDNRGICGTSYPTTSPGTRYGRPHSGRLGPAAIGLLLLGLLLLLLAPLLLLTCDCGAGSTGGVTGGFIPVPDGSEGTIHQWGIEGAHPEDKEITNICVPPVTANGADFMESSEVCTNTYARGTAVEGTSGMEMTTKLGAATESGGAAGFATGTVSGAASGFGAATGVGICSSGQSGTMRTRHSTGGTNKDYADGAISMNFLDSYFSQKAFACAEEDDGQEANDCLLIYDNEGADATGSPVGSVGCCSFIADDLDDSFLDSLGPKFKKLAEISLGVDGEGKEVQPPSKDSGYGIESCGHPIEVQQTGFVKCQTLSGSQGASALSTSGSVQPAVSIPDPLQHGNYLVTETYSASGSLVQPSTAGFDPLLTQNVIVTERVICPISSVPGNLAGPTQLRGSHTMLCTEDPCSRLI
# DAGLB inhibitor: diacylglycerol lipase beta (human) inhibition | Q8NCG7 | HEK293T DAGLB membrane lysate, EnzChek fluorogenic substrate | inhibition, % at 5.17 µM | actives 0.059% (n = 340,000) | AID 504411; in the data active = inhibition above about 34%;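 note: 0% = enzyme with vehicle and 100% = wells lacking enzyme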
# The depositor's hits bear a star; nt = no result given. Only part of the results is shown. The share of hits here may be higher or lower than overall.
# Values run as follows: CAL PDZ FP-2, DSG3 Ab inh, V-ATPase pH, LANA DNA inh, NSD2 inh, DAGLB inhibitor, CAL PDZ FP-1, Arr AP2 block, Keap1 Nrf2 FP, RTF Ca sens inh
COc1ccccc1CNC(=O)c1c(O)c2cc(OC)c(OC)cc2[nH]c1=O
  nt, 87, 2, -0.2, -5, 0, 2, 15, 6, -4
COc1cc(NC(=O)Cc2ccc(S(=O)(=O)N3CCOCC3)s2)c(OC)cc1Cl
  -0.9, 101, -9, -0.5, -1, -1, -3, -8, 2, 10
N#Cc1cc(C(=O)c2cc(Br)ccc2O)cn(C2CC2)c1=O
  -0.5, 102, 4, -1.5, 1, -1, -3, -4, -2, 8
COc1ccc(C(=O)COC(=O)Cc2c[nH]c3ccccc23)c(OC)c1
  0.9, 101, -1, 0.8, 2, -3, 2, -1, -7, 10
Cc1cccc(-c2nc(CC(=O)Nc3cccc(S(=O)(=O)NC4=NCCC4)c3)cs2)c1
  -0.7, 109, 3, -2.2, -1, -10, -6, 4, -2, -6
CCOc1ccc(NC(=O)Nc2nnc(CC)s2)cc1
  0.4, 95, 1, 0.3, 0, -1, -1, 22, 1, -9
COc1ccc(S(=O)(=O)N2CCN(C(=O)Nc3ccccc3OC)CC2)cc1
  -0.6, 104, -1, -0.6, 5, 1, -7, -3, 0, -12
N/C(COc1cccc(Cl)c1)=N\NS(=O)(=O)c1ccccc1
  nt, nt, -1, 0.3, -2, 2, -3, nt, -2, -1
C/C(=N\NC(=O)CC1N=C(Cc2ccccc2)NNC1=O)c1ccc(Cl)cc1Cl (stereo not given)
  -2.8, 100, -1, -0.6, 13, 0, 0, 11, 1, -3
Cc1cc2oc(C(=O)Nc3nonc3C)c(C)c2cc1Cl
  -2.6, 99, 0, -0.1, 6, -1, -4, 14, -3, -2
CCCn1c(SCC(=O)N2CCN(C(=O)c3ccco3)CC2)nc2ccccc2c1=O
  0.5, 98, 1, -0.5, 4, nt, 8, 48, -1, nt
COc1ccc(/C=N/OCC(=O)N2CC3(C)CC2CC(C)(C)C3)cc1OC (stereo not given)
  -2.6, 104, 2, -1.9, nt, -5, -1, 7, -1, -5
COC(=O)C1=C(C(=O)OC)[C@@H]2N(Cc3ccccc3)c3ccccc3[C@@]23C[C@@H](C(=O)OC)N(C(=O)c2cccs2)C3=N1
  -0.1, 93, 2, -0.8, nt, -2, -1, nt, 2, -2
CCOc1ccc(CNC(=O)CCCn2nc(C)c3c(C)n(-c4ccc(C)cc4)nc3c2=O)cc1
  -2.6, 96, -2, -0.5, 3, 1, -4, -4, 4, 3
O=S(=O)(NC1CCCCC1NCc1ccco1)c1ccccc1 (stereo not given)
  -1.8, 103, 1, 0.1, 1, -2, -2, 5, 5, -2
CCOc1ncccc1C(=O)OCC(=O)Nc1ccc2c(c1)OCO2
  -3.1, 98, -9, 0.0, -1, -1, 0, nt, 1, -6
Nc1c(C(=O)NCCC2=CCCCC2)sc2ccc(S(=O)(=O)N3CCCCC3)cc12
  -2.1, 92, 1, 0.6, 2, -8, -6, 9, 0, -4
CCc1c(C)nc(N2CCN(c3ccc(Cl)cc3)CC2)[nH]c1=O
  -1.0, 94, -1, -2.3, -3, -3, -1, -5, -3, -12
COCC(=O)N(c1ccc(C(C)C)cc1)C1C=CS(=O)(=O)C1 (stereo not given)
  -1.3, 123, 0, -0.1, 22, -3, -1, -9, -2, -7
Cc1ccc(NC(=S)N/N=C/c2c(Cl)cccc2Cl)c(C)c1
  -2.9, 100, 5, 0.4, -1, -12, -3, 2, -7, -15
Cc1csc(CNC(=O)C2CCC(=O)N(CCc3cccc(F)c3)C2)n1 (stereo not given)
  -2.5, 108, 1, -0.2, -2, 1, -2, -18, 0, -14
CCCCC(=O)NNC(=S)NC(=O)CCC
  -0.5, nt, 2, 0.5, 0, 0, -5, -6, 0, -2
O=C(Cn1cnc2ccccc2c1=O)Nc1nnc(SCc2ccc(Cl)cc2)s1
  0.6, 99, 4, 0.2, -1, -1, -3, 22, 0, -3
Cc1ccc(SCCOCCN2CCOCC2)cc1
  -0.1, 108, 4, 2.4, -3, -1, nt, 5, -4, -9
Cc1cc(=O)oc(C)c1C(=O)NC12CC3CC(CC(C3)C1)C2
  -1.2, 100, 1, -0.5, -4, 1, -1, -3, -7, -6
O=C(O)c1ccc(NC(=O)C2C3CCC(O3)C2C(=O)O)cc1 (stereo not given)
  0.7, 97, 0, -1.8, 1, -7, 1, -6, -7, -6
COc1ccc(-c2n[nH]c(=S)n2-c2ccc(C)cc2)cc1OC
  0.4, 100, 0, -0.2, -2, 3, -7, 0, -7, 1
CCC(=O)Nc1cccc(C2=NOC3(C2)C[C@@H](C(N)=O)N(C(=O)c2cc([N+](=O)[O-])cc([N+](=O)[O-])c2)C3)c1 (stereo not given in full)
  -2.4, 100, 0, 0.1, nt, 2, -1, 1, -1, -11
C/C(=N\Nc1ccc(Cl)c(C(=O)O)c1)c1ccc[nH]1
  -0.6, 94, 0, 29, nt, 7, 0, 6, -8, -1
Brc1cccc(-c2nc(-c3ccncc3)no2)c1
  -1.2, 116, 2, -1.2, nt, -7, -1, -5, -1, -1

# Ordered by number of heavy atoms (highest first): part of the list above.
# Values run as follows: CAL PDZ FP-2, DSG3 Ab inh, V-ATPase pH, LANA DNA inh, NSD2 inh, DAGLB inhibitor, CAL PDZ FP-1, Arr AP2 block, Keap1 Nrf2 FP, RTF Ca sens inh
COC(=O)C1=C(C(=O)OC)[C@@H]2N(Cc3ccccc3)c3ccccc3[C@@]23C[C@@H](C(=O)OC)N(C(=O)c2cccs2)C3=N1
  -0.1, 93, 2, -0.8, nt, -2, -1, nt, 2, -2
C/C(=N\NC(=O)CC1N=C(Cc2ccccc2)NNC1=O)c1ccc(Cl)cc1Cl (stereo not given)
  -2.8, 100, -1, -0.6, 13, 0, 0, 11, 1, -3
Cc1csc(CNC(=O)C2CCC(=O)N(CCc3cccc(F)c3)C2)n1 (stereo not given)
  -2.5, 108, 1, -0.2, -2, 1, -2, -18, 0, -14
N/C(COc1cccc(Cl)c1)=N\NS(=O)(=O)c1ccccc1
  nt, nt, -1, 0.3, -2, 2, -3, nt, -2, -1
C/C(=N\Nc1ccc(Cl)c(C(=O)O)c1)c1ccc[nH]1
  -0.6, 94, 0, 29, nt, 7, 0, 6, -8, -1

# Continued:
# Values run as follows: CAL PDZ FP-2, DSG3 Ab inh, V-ATPase pH, LANA DNA inh, NSD2 inh, DAGLB inhibitor, CAL PDZ FP-1, Arr AP2 block, Keap1 Nrf2 FP, RTF Ca sens inh
O=C(/C=C/c1ccc(Cl)cc1)N1CCN(c2ccc([N+](=O)[O-])c(N3CCOCC3)c2)CC1
  -0.7, 99, -3, -0.1, 1, 2, -3, -3, -2, 6
O=C(NCC(c1cccs1)N1CCOCC1)c1ccc([N+](=O)[O-])cc1 (stereo not given)
  0.5, nt, 4, 3.1, -2, 0, 0, 6, 0, 17*
CCCC(=O)N1CCN(c2nnc(-c3ccccc3)c3ccccc23)CC1
  -2.1, 97, 3, -0.5, -1, 0, nt, 41, 3, -3
CCCCCCCCNC(=O)C(CCC(=O)OCc1ccccc1)NC(C)=O (stereo not given)
  0.2, 105, 0, 0.6, -1, 2, -1, 5, -4, 7
Oc1ccc(CNc2ccc(F)cc2)c2cccnc12
  -0.4, nt, 4, 2.2, 1, 1, 3, 6, -8, -3
O=C(O)CCn1nnc(-c2ccccc2)n1
  0.4, 102, 1, 0.4, 30, nt, 7, 31, -8, nt
CCOc1ccc(Br)cc1C(=S)N1CCCC1
  -1.5, 111, 0, -2.0, -1, 0, nt, 39, -3, -8
Cc1ccc(-n2ncc3c2CC(C)(C)CC3NC(=O)CCc2cccnc2)cc1 (stereo not given)
  -0.6, 116, 0, -1.4, 1, 0, -3, 0, 0, 6
Cc1cccc(OCCCC(=O)Nc2ccc(Cl)c(S(=O)(=O)N3CCOCC3)c2)c1
  -2.4, nt, -1, -0.6, -8, -3, nt, -4, -3, 6
CCN(CC)CC(O)CN1C(=O)NC(C)(C)C1=O (stereo not given)
  -0.9, 102, -5, 0.5, 9, 0, 4, 38, 3, -2
O=C(COc1ccccc1Cl)Nc1ccc2c(c1)OCO2
  0.0, nt, -5, -1.2, -1, -11, nt, 31, -1, 19*
CC(C(=O)OCC(=O)N1CCCCC1)N1C(=O)c2ccccc2C1=O (stereo not given)
  0.7, nt, 0, -1.3, -1, 3, 0, -15, -7, 7
CCOc1ccc(CCNC(=O)COn2nnc3ccc(S(=O)(=O)N4CCOCC4)cc32)cc1OCC
  -1.7, 98, 1, -0.2, 1, -2, -3, 28, 1, -16
N#Cc1ccc(N2CCCNCC2)nc1
  0.1, 92, -4, -0.9, nt, -5, 2, 21, 0, 5
O=C(N/N=C/c1ccco1)c1ccc(NC(=O)C2CCCCC2)cc1
  -3.6, 116, -2, 1.5, 0, -1, -4, 27, -3, -6
Cc1cccc(C(=O)Nc2cccc(-c3ccc4nncn4n3)c2)c1
  -6.2, 101, 3, 1.0, -3, 0, -2, -4, -4, -12
COc1ccc(C(=O)Nc2nc3ccc4nc(C)sc4c3s2)cc1
  -2.2, 88, 0, -1.8, nt, 0, nt, 5, 1, -6
CCOC(=O)C1CCCN(C(=O)c2ccccc2[N+](=O)[O-])C1 (stereo not given)
  -1.0, 99, -2, -1.5, -1, -2, -5, -6, -5, -28
Fc1ccc2cnc(C3=CCCCC3)cc2c1
  -3.8, 114, 8, 3.6, nt, -7, -9, 11, -8, 4
O=C(CSc1nc2ccccc2c(=O)n1NC(=O)Cc1ccccc1)NCc1ccccc1
  -0.7, 98, 15*, -0.2, -1, 4, -3, 3, -2, -1
CC(CNCCCn1cnc2c(OCc3ccccc3)ncnc21)c1ccccc1 (stereo not given)
  -1.4, 97, -2, 1.7, nt, 0, 0, -7, 1, -3
